# From PubChem BioAssay
# M4 ag: agonists of human muscarinic M4 receptor (CHRM4); 360,000 compounds, 0.14% hits; AID 624127; P08173; activation, % at 3 µM; CHO-K1 hM4/Gqi5, Fluo-8 calcium fluorescence; vehicle 0%, full acetylcholine response 100%;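 active = activation above the run mean over all test wells plus 3 SD, cut at about 32% in these data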;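 note: peak over basal fluorescence ratio per well then scaled between controls; 0% = DMSO wells and 100% = acetylcholine at EC100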
# Target sequence (P08173 whole entry, looked up): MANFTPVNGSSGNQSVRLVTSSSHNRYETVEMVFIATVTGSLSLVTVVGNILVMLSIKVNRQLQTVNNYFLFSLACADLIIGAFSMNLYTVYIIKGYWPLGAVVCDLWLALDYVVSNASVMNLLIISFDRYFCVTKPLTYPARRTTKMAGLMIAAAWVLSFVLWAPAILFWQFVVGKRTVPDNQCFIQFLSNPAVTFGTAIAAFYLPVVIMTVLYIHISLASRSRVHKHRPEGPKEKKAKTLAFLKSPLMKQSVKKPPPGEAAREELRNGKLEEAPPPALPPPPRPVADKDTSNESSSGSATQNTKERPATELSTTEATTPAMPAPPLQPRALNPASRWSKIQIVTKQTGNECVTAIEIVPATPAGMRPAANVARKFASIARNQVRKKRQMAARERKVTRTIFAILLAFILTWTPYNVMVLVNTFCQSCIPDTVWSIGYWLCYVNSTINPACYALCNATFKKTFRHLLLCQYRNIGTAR
# CHRM1 PAM: human CHRM1 positive allosteric modulation | AID 588819 | 360,000 compounds, 0.088% hits | activation, % at 3 µM | CHO-K1 hM1, Fluo-8 calcium fluorescence, ACh EC20; 0% = ACh EC20, 100% = maximal ACh; in the data active = activation above about 19%, passing the limit was not always enough
# Target sequence (P11229 whole entry, looked up): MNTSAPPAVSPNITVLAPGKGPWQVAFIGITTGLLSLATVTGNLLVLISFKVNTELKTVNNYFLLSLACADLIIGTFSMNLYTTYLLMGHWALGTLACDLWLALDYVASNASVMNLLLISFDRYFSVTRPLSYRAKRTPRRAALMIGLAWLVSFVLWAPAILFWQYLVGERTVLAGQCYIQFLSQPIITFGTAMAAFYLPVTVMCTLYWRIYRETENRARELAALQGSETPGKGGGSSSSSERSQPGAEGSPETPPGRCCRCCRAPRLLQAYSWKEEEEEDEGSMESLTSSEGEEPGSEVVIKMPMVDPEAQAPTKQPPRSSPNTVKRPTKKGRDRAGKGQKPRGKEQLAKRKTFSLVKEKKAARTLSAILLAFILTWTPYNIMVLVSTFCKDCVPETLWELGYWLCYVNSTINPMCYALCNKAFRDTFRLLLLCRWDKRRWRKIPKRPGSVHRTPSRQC
# M5 PAM: potentiates acetylcholine response at human M5 receptor | AID 624038 | P08912 | activation, % at 3 µM | CHO-K1 hM5, Fluo-8 calcium, ACh EC20 PAM; 0% = ACh EC20, 100% = ACh EC100 | 360,000 compounds, 0.3% hits;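 active = activation above the run cutoff, the mean activation of all test compounds plus 3 SD, cut at about 18% in these data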
#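 System: CHO-K1 cell line with stable human muscarinic M5 receptor expression | Also added: EC20 acetylcholine as agonist stimulus | Compound: One concentration, 3 µM final (nominal) | Timing: Fluo-8 loading 80 min at 37 °C plus 30 min room temperature | Measured by: Fluo-8 calcium dye fluorescence, kinetic read | Read-out basis: % activation, ACh-normalized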
# CHRM4 antagonist: CHRM4 antagonism in calcium assay. inhibition, % at 3 µM. CHO-hM4 cells, ACh EC80, Fluo-8 calcium fluorescence. P08173. 360,000 compounds, 0.73% hits. AID 624125;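 active = inhibition above its plate's cutoff, the mean inhibition of sample wells plus 3 SD, cut at about 27% in these data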;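 note: 0% = acetylcholine EC80 with DMSO and 100% = DMSO without agonist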
# CRFBP-R2 agonist: agonists of human CRF-binding protein/CRF-R2 receptor complex. 350,000 compounds, 0.46% hits. HEK293 CRF-R2/CRF-BP, calcium dye fluorescence (FLIPR); percent of saturating CRF peptide response. AID 588473. activation, % at 13.2 µM;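 active = activation of at least 50%, plus an integration ratio under a set limit after plate pattern correction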;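 note: plate controls were neutral control wells without compound for no effect and CRF at EC100 for full effect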
# M4 PAM: positive allosteric modulators of human muscarinic M4 receptor; CHO-K1 hM4/Gqi5, Fluo-8 calcium fluorescence, ACh EC20; 0% = ACh EC20, 100% = maximal ACh; activation, % at 3 µM; 360,000 compounds, 0.4% hits;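 active = activation above its plate's cutoff, the mean activation of sample wells plus 3 SD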; note: some results filed as inactive read as strong as hits
# CHRM5 agonist: CHRM5 agonism in calcium assay; 360,000 compounds, 0.19% hits; AID 624037; activation, % at 3 µM; CHO-K1 hM5 cells, Fluo-8 calcium fluorescence; 0% DMSO wells, 100% maximal acetylcholine response; P08912;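 active = activation above the run's mean over test compounds plus 3 SD, cut at about 23% in these data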;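 note: signal is peak over basal fluorescence ratio across the kinetic read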
# CRFBP-R2 block: antagonists of CRF-binding protein/CRF-R2 receptor complex; HEK293 CRF-R2/CRF-BP, CRF-induced calcium fluorescence; inhibition, % at 11.8 µM; 350,000 compounds, 0.59% hits; AID 588475;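 active = inhibition of the ligand-induced calcium signal above about 50% at the single tested concentration, limit read from the data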
# M5 antag: CHRM5 antagonism in calcium assay | P08912 | CHO-hM5 cells, Fluo-8 calcium fluorescence, ACh EC80 | inhibition, % at 3 µM | 360,000 compounds, 0.59% hits;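 active = inhibition above a per-plate cutoff, the mean of that plate's test compounds plus 3 SD, cut at about 27% in these data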;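 note: 0% = acetylcholine EC80 with DMSO and 100% = DMSO without agonist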
# Starred values were filed as active, the others as inactive; . = no result given.
SMILES,M4 ag,CHRM1 PAM,M5 PAM,CHRM4 antagonist,CRFBP-R2 agonist,M4 PAM,CHRM5 agonist,CRFBP-R2 block,M5 antag
O=[N+]([O-])c1ccc2nc(C3CCCCC3)[nH]c2c1,2,0,-2,0,-4.7,-2,4,12,-5
CCCCCCCCOC(=O)C(NC(=O)CCC(=O)Nc1ccc(S(N)(=O)=O)cc1)C(O)c1ccccc1 (configuration not stated),1,8,-2,-7,14,13,-2,-8,1
N#Cc1ccsc1NC(=O)C1CCN(S(=O)(=O)c2cccs2)CC1,8,4,1,1,-0.1,-1,6,4,-6
CC(C)c1ccc(NC(=O)COC(=O)Cn2cnc3c2c(=O)n(C)c(=O)n3C)cc1,1,8,1,1,-0.7,-3,0,22,-9
CNC(=O)CSc1nc2ccccc2c(=O)n1C1CCCCC1,0,2,-2,11,-0.4,-1,3,6,9
O=C(CN1CCOCC1)Nc1ccccc1NC(=O)C1CCN(c2ncccn2)CC1,1,10,-3,0,-0.2,3,-2,-1,-1
Cc1c(C(=O)NC2CCN(Cc3ccccc3)C2)oc2ccc(Br)cc12 (configuration not stated),1,4,3,-11,-0.8,-4,-2,-9,-6
CCOC(=O)C1CCN(C(=O)COC(=O)CSc2ccc([N+](=O)[O-])cc2)CC1,0,-1,-3,3,-0.9,0,7,16,6
Cc1ccc(-c2nc3ccccc3c(=O)o2)cc1,-1,15,11,-3,-1.2,6,7,10,-2
N=c1c(C(=O)NC2CCCCC2)cc2c(=O)n3ccccc3nc2n1Cc1ccccc1,1,13,7,-12,6.2,-5,-7,-2,3
CC(=O)Nc1ccc(S(=O)(=O)N/N=C/c2ccc(C)o2)cc1,1,14,3,6,0.9,-3,-3,1,2
O=C(CNS(=O)(=O)c1ccccc1)NCC(=O)OCc1ccc(Br)cc1,3,3,-2,-3,0.5,10,3,-11,10
CCc1ccc(-c2cc(C(F)(F)F)n3nc(C(=O)Nc4c(C)nn(Cc5ccccc5Cl)c4C)cc3n2)s1,2,-9,-2,4,-0.1,3,1,-2,6
O=C1N[C@@H](Cc2ccccc2)COC(=O)[C@H](Cc2ccc(F)cc2)CC/C=C/C[C@H]1CC(=O)N(CCO)Cc1ccccc1,20,-5,-13,-3,6.7,-6,2,-10,10
CC(C)C(=O)Nc1ccc(Br)cc1Cl,0,1,0,-3,-0.7,4,-1,11,-6
CN1OC[C@@H]2CN(Cc3cc(Cl)cc(Cl)c3)[C@H](c3cccc(Oc4ccccc4)c3)C[C@@H]21,0,4,2,-7,-0.9,1,1,9,-5
COC(=O)c1ccc(Oc2nc(NC(C)C)nc(SC)n2)cc1,0,2,2,-4,-1.2,8,-8,1,-3
COc1ccccc1CNC(=O)CCCNC(=O)Cn1cnc2sc(C)c(C)c2c1=O,1,7,-4,-1,1.8,-3,-3,9,25
O=C(NCC(c1ccco1)N1CCc2ccccc21)c1cccc([N+](=O)[O-])c1 (configuration not stated),6,-1,0,-20,0.8,-1,-5,2,6
CC(=O)Nc1ccccc1C(=O)C(=O)Nc1ccccc1,1,-6,-4,-7,0.0,7,0,13,-6
Cc1ccc(-c2nc3c(c(=O)c4ccccc4n3C)c(=O)n2-c2ccc(F)cc2)cc1,1,4,-1,4,2.6,-3,1,16,7
CCN(CC)c1ccc2cc(-c3nnc(-c4ccncc4)o3)c(=O)oc2c1,9,-4,-10,1,337*,3,11,-403,15
O=C1CCCN1CN(C(=O)c1ccccc1)c1ccccc1,0,2,3,-4,0.9,2,0,0,11
COc1nccnc1NS(=O)(=O)c1ccc(NC(=S)NC(=O)c2cccc(F)c2)cc1,2,-1,5,-8,1.4,7,-3,-15,-1
COc1ccc(-c2cc3c(=O)n(CC(=O)NCCCN4CCC(Cc5ccccc5)CC4)ncn3n2)cc1,5,-12,-3,18,12,-7,-7,-13,2
O=C(N/N=C/c1c(F)cccc1Cl)c1ccc(Cn2cc(Br)cn2)o1,4,0,-6,10,-1.5,-8,1,1,5
N#CCC(=O)Nc1ccc(C(=O)OCC(=O)Nc2sc3c(c2C#N)CCCC3)cc1,6,12,0,-1,2.0,7,4,-11,3
COc1ccc(N2CCN(c3ccc(NC(=O)NN)cc3)CC2)cc1,1,15,9,4,3.1,0,5,6,-7
O=C(O)c1cc(=O)c2ccccc2[nH]1,1,5,-3,-7,-1.0,8,2,12,6
CCOC(=O)C1CCCCN1C(=O)CCn1nnnc1CN1CCOCC1 (configuration not stated),2,-1,3,-18,0.2,4,0,2,-11
N#CC1C(=O)NC(N2CCN(c3ccccc3)CC2)=NC12CCCCC2 (configuration not stated),0,8,-3,1,-1.8,2,3,0,0
CCN(CC)c1ccc(-c2nn3c(-c4cccnc4)nnc3s2)cc1,3,1,-4,1,-0.3,-5,-1,7,3
C=CCN(c1ccccc1OC)S(=O)(=O)c1cccc(C(=O)NCC(c2ccc(OC)cc2)N2CCCC2)c1 (configuration not stated),2,-24,-2,19,-0.7,-8,-10,-7,6
O=C(OCc1ccc(-c2ccccc2)cc1)c1cccc(O)c1,0,0,-5,9,-1.0,-3,-5,17,10
CCCCCCCCN1C(=O)[C@H](CC(=O)N2CCCCC2)C[C@@]2(C(=O)OC)CC(C)(C)CC=C12,3,.,-6,6,.,-4,-4,.,0
CN(C1CCCCC1)S(=O)(=O)c1cccc(C(=O)OCC(=O)NC2CCCc3ccccc32)c1 (configuration not stated),2,-9,1,-9,-1.4,3,-1,-17,-7
COc1cc(OC)c2c(-c3ccccc3)cc(=O)oc2c1C(CCN1CCCC(C)C1)c1ccc(N(C)C)cc1 (configuration not stated),10,0,-3,3,3.7,-2,-6,-4,12
COCCNC(=O)c1onc(CS(=O)(=O)c2cc(C)cc(C)c2)c1C(=O)NCCOC,1,8,-3,4,-2.3,11,-1,0,14
CCC(C(=O)Nc1ccc(C(=O)Nc2ccccc2C(=O)O)cc1)c1ccccc1 (configuration not stated),-2,19,2,-3,-0.1,17*,-1,4,6
COc1ccc(-c2c(C)c3ccc(O)cc3oc2=O)cc1OC,2,1,-1,-2,-1.4,-1,-1,15,5

# Given with two lines to a compound: part of the list above.
# Every second line gives: M4 ag	CHRM1 PAM	M5 PAM	CHRM4 antagonist	CRFBP-R2 agonist	M4 PAM	CHRM5 agonist	CRFBP-R2 block	M5 antag
O=[N+]([O-])c1ccc2nc(C3CCCCC3)[nH]c2c1
→ 2	0	-2	0	-4.7	-2	4	12	-5
CCCCCCCCOC(=O)C(NC(=O)CCC(=O)Nc1ccc(S(N)(=O)=O)cc1)C(O)c1ccccc1 (configuration not stated)
→ 1	8	-2	-7	14	13	-2	-8	1
N#Cc1ccsc1NC(=O)C1CCN(S(=O)(=O)c2cccs2)CC1
→ 8	4	1	1	-0.1	-1	6	4	-6
CC(C)c1ccc(NC(=O)COC(=O)Cn2cnc3c2c(=O)n(C)c(=O)n3C)cc1
→ 1	8	1	1	-0.7	-3	0	22	-9
CNC(=O)CSc1nc2ccccc2c(=O)n1C1CCCCC1
→ 0	2	-2	11	-0.4	-1	3	6	9
O=C(CN1CCOCC1)Nc1ccccc1NC(=O)C1CCN(c2ncccn2)CC1
→ 1	10	-3	0	-0.2	3	-2	-1	-1
Cc1c(C(=O)NC2CCN(Cc3ccccc3)C2)oc2ccc(Br)cc12 (configuration not stated)
→ 1	4	3	-11	-0.8	-4	-2	-9	-6
CCOC(=O)C1CCN(C(=O)COC(=O)CSc2ccc([N+](=O)[O-])cc2)CC1
→ 0	-1	-3	3	-0.9	0	7	16	6
Cc1ccc(-c2nc3ccccc3c(=O)o2)cc1
→ -1	15	11	-3	-1.2	6	7	10	-2
N=c1c(C(=O)NC2CCCCC2)cc2c(=O)n3ccccc3nc2n1Cc1ccccc1
→ 1	13	7	-12	6.2	-5	-7	-2	3
CC(=O)Nc1ccc(S(=O)(=O)N/N=C/c2ccc(C)o2)cc1
→ 1	14	3	6	0.9	-3	-3	1	2

# Other compounds
SMILES,M4 ag,CHRM1 PAM,M5 PAM,CHRM4 antagonist,CRFBP-R2 agonist,M4 PAM,CHRM5 agonist,CRFBP-R2 block,M5 antag
CCOc1ccc(C2CC(c3cccc(OC)c3)Nc3ncnn32)cc1 (configuration not stated),-1,4,-6,2,1.1,-5,0,0,2
CC(C)NC(=O)c1cc(C2CCCCN2S(=O)(=O)c2cccc3cccnc23)on1 (configuration not stated),-1,2,2,-1,.,-4,-1,.,-6
COc1cscc1C(N)=O,0,20,0,-9,2.4,0,-2,-5,6
CCOc1ccc(N2C(=O)CC(N3CCc4ccccc43)C2=O)cc1 (configuration not stated),1,-2,1,7,-0.6,4,-2,-2,0
CN(C)c1ccc(NC(=O)Nc2ccc3c(c2)c(=O)n(C)n3Cc2ccccc2)cc1,0,6,1,5,.,-1,0,.,3
O=C(NC1=NCCS1)c1sc2ccccc2c1Cl,1,4,-3,4,0.3,6,1,13,3
CS(=O)(=O)N1CCN(C(=O)c2ccccc2)C1,1,4,9,-1,0.7,14,0,2,-10
CN1C(=O)CC2(CC(=O)N(Cc3ccccc3)C2)C1=O (configuration not stated),0,5,-3,-7,-0.1,7,-3,-1,3
Cc1ccc(-c2cn(-c3ccccc3)c(SCC(=O)NC3CCS(=O)(=O)C3)n2)cc1C (configuration not stated),2,11,2,-3,0.9,8,0,-35,1
CCCCCCn1c(N2CCN(c3ccccc3)CC2)nc2c1c(=O)n(C)c(=O)n2C,-3,-2,-8,-16,-1.8,1,-7,-13,4
Cc1ccc(C2CC(c3ccc(Cl)cc3)=NNC2=O)cc1 (configuration not stated),-1,-1,0,-11,-4.1,-1,-5,8,2
CCOc1ccc(S(=O)(=O)N2CCC(C(=O)NC3CC3)CC2)cc1Cl,1,5,-3,-15,-1.2,-4,-3,17,11
COCCCNc1nc2ccccc2nc1NS(=O)(=O)c1cccc(Cl)c1,1,4,5,-7,-1.5,0,-2,14,-8
CCC1Sc2ccc(S(=O)(=O)CCC(=O)NCc3ccc(C)o3)cc2NC1=O (configuration not stated),3,0,-3,10,-0.4,-3,-2,-11,5
Cc1ccc(NC(=S)NNc2ccc(C(=O)O)cc2[N+](=O)[O-])cc1C,0,12,11,-4,-0.1,9,4,-8,-2
CCOC(=O)N1CCN(C(=O)CSCC(=O)Nc2nc(-c3cccs3)cs2)CC1,15,-2,-15,1,1.3,0,9,-4,-2
COc1ccc(Nc2ccc(Cl)cc2)c(C(=O)O)c1,1,4,-1,-13,3.3,3,-2,17,4
Cn1cc([N+](=O)[O-])c(C(=O)Nc2ccc(-c3nc4ccccc4[nH]3)cc2)n1,3,5,-10,4,0.1,-6,0,-13,10
Cc1cc[n+](-c2ccccc2)c2ccccc12,4,-3,-2,4,0.5,-9,-11,-3,11
